ROC1-CUL1 inh = inhibitors of human ROC1-CUL1 ubiquitin ligase activity | 0.6% of 140,000 active | AID 1347404, 2020 | E3 ubiquitin-protein ligase RBX1 (Homo sapiens) + Cullin-1 (Homo sapiens), P62877+Q13616 | in vitro K48 di-Ub FRET, acceptor:donor ratio, 45 min | inhibition, % at 10 µM; in the data active means inhibition above about 25%
Target sequence (P62877 whole entry, looked up): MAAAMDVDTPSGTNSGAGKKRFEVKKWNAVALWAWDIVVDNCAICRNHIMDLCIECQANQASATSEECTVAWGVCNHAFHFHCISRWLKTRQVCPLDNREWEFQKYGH
Target sequence (Q13616 whole entry, looked up): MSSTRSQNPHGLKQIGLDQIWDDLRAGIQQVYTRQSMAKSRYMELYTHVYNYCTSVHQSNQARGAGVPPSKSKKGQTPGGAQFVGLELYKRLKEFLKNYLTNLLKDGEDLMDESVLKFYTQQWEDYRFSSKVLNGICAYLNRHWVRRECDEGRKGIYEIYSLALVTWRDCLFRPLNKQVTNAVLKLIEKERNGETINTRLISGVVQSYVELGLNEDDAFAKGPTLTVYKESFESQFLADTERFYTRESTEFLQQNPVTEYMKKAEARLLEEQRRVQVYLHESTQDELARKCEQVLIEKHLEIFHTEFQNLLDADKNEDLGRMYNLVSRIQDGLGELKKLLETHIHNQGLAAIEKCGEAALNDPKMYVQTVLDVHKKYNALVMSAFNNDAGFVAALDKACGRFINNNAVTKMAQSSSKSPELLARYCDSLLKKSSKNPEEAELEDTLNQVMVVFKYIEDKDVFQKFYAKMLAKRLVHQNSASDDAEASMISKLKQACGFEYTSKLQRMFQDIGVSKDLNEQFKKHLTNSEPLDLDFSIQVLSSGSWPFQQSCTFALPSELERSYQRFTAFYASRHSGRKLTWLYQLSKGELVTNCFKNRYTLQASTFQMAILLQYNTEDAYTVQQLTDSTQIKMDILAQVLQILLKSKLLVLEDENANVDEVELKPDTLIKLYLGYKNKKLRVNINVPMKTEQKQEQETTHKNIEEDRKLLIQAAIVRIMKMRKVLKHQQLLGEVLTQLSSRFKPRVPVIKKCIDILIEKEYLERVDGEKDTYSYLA
* marks the source's active call; other numbers are inactive results. Not all compounds are listed; rates above refer to the full screens.

SMILES	ROC1-CUL1 inh
COc1ccccc1OCC(=O)Nc1ccc(S(=O)(=O)N2CCOCC2)cc1	5
COc1cc(CNC(=O)c2cc3n(n2)CCCN(Cc2cccc(F)c2)C3=O)cc(OC)c1OC	9
CN(Cc1ccccc1)C(=O)C1CCN(S(=O)(=O)N(C)C)CC1	-1
Clc1ccc(CN2CCC(CNc3ncnc4onc(-c5ccc(Cl)cc5)c34)CC2)cc1	-3
Cc1cccc2sc(NS(=O)(=O)c3ccc(Br)cc3)nc12	-1
CCO/N=C(/C)C1C(=O)C(C)=C(c2ccccc2)N(c2ccccc2)C1=O (stereo unspecified)	6
Cc1ccc(OCC(=O)Nc2ccc(Cl)c(-c3nc4ncccc4o3)c2)c(C)c1	-13
COc1cc(/C=C2\SC(=Nc3cccc(Br)c3)NC2=O)ccc1OCC(=O)O	30*
CN1CCN=C1C(O)(c1ccccc1)c1ccccc1	7
Cc1nonc1CC(=O)NC1CCCc2nc(-c3ccccc3)ncc21 (stereo unspecified)	0
COc1ccc2c(c1)O[C@H](c1ccccc1)[C@H](O)C2	-9
COc1cc(N2CCCC2)c(OC)cc1C=C1C(=O)c2ccccc2C1=O	48*
S=c1[nH]nc(CSc2nc(-c3ccccc3)c(-c3ccccc3)[nH]2)n1-c1ccc(Cl)cc1	11
COCCCN1C(=O)CC(CC(=O)NCCc2ccccc2OC)(c2ccccc2)C1=O (stereo unspecified)	-1
O=C(N/N=C/c1cc2c(cc1Cl)OCO2)c1cc(C2CC2)nc2ccccc12	2
C=CCN1C(=O)/C(=C2/Sc3ccccc3N2CC)SC1=Nc1ccc([N+](=O)[O-])cc1	2
C=CCn1c(SCC(=O)Nc2sc3c(c2C(N)=O)CCC3)nc2scc(-c3ccccc3)c2c1=O	-5
O=S(=O)(NCc1ccco1)c1cnc(Cl)c(Br)c1	-13
COc1cc(NC(=O)c2nn3c(c2Cl)NC(c2ccc(Br)cc2)CC3C(F)(F)F)c(OC)cc1Cl (stereo unspecified)	-3
CCOc1c(OC)cccc1C1CC(=O)Nc2c1c(=O)n(C)c(=O)n2C (stereo unspecified)	15
Cc1ccc(OCCCOc2c(Cl)cc(Cl)cc2/C=C2\C(=O)NN(c3ccccc3)C2=O)cc1	77*
Nc1ccc(N2CCN(c3ccc(Cl)c(Cl)c3)CC2)cc1	-6
CCc1ccc(C2(c3ccc(CC)cc3)SC3(SC(C(C)=O)=NN3c3cccc(Cl)c3C)c3ccccc32)cc1 (stereo unspecified)	4
Cn1c(-c2ccccc2)c[n+]2ccc3ccccc3c12	8
COc1ccc(NC(=O)CN2CCN(c3ccc(C)c(Cl)c3)CC2)cc1	5
COC(=O)c1ccc(C(=O)Nc2cc(Cl)ccc2Cl)cc1NC(=O)C(c1ccccc1)c1ccccc1	-5
O=C(CCSc1nc(-c2ccc(Br)cc2)cs1)N1CCCC1	-6
COc1ccc(C(=O)n2nc(-c3ccco3)nc2NCc2cccs2)cc1OC	-11
COc1ccc(C2C3=C(N=c4s/c(=C/c5ccc(C(C)C)cc5)c(=O)n42)c2ccccc2CC3)cc1 (stereo unspecified)	3
CCOC(=O)C1CCCN(CC(O)COc2ccccc2Br)C1 (stereo unspecified)	-9
Cc1c(Cl)cccc1NC(=O)CSc1nc2ncccc2o1	5
CC(C)N(Cc1ccccc1)C(=O)Cn1ncc2c3ccccc3n(Cc3ccccc3)c2c1=O	2
Cn1c(=O)c2c(=O)cc(Cl)[nH]c2n(C)c1=O	1
O=C(NCCc1ccccc1)c1ccc(CSc2nc3cccnc3n2Cc2ccccc2F)cc1	6
O=S(=O)(Cc1ccc(Br)cc1)N1CCCCC1	-5
CC1CCc2c(sc(NC(=O)CCC(=O)O)c2C(=O)Nc2cccc3ccccc23)C1 (stereo unspecified)	1
C=CCSC1=NC(=O)CC(c2ccccc2Cl)C1C#N (stereo unspecified)	-1
COc1ccc2c(c1)C(C)CC(C)(C)N2C(=O)COc1cc(C)ccc1C(C)C (stereo unspecified)	0
O=C(CCN1C(=O)c2ccccc2C1=O)Nc1nnc(SCc2ccccc2)s1	4
O=C(CCC1CCN(C(=O)c2cncs2)CC1)NCc1ccc(F)cc1	0
CN(C)c1ncc2c(n1)CCCC2NC(=O)c1ccc2n[nH]nc2c1 (stereo unspecified)	1
CCCCN1CCc2nc(N3CCN(C)CC3)ncc2C1	-9
CC(=O)N(C1=C(N2CCOCC2)C(=O)c2ccccc2C1=O)c1ccc(Br)cc1	-15
COCCCNC(=O)CSc1nc(-c2ccccc2)[nH]c1-c1ccc(C)cc1	3
COc1ccc(N(C)C(=O)CCn2cnc3onc(-c4ccc(F)cc4)c3c2=O)c(OC)c1	11
COc1cc(NC(=O)c2nc(-c3ccc(Cl)cc3)n3c2CCCCC3)cc(OC)c1OC	5
COc1ccccc1CN1CCC(CN(CC(C)C)C(=O)CSC)CC1	-4
Cc1cccc2c(NCc3ccccc3F)nc(CNS(=O)(=O)c3ccc4c(c3)OCCO4)nc12	-3
C#CCOc1ccc(/C=C2\SC(=Nc3ccc(C)c(C)c3)N(C)C2=O)cc1OCC	1
CSCC(=O)NC1CCCN(Cc2ccc(CC(C)C)cc2)C1 (stereo unspecified)	1
O=C1OC2=C(C(=O)C1c1ccccc1)c1ccccc1CC2 (stereo unspecified)	-1
COCCCN1C(=O)CC(CC(=O)N2CCCCC2c2nccs2)(c2ccccc2OC)C1=O (stereo unspecified)	-4
COc1ccc(CNC(=O)c2cc3c(=O)n(Cc4ccc(OC)cc4)ccc3nc2C)cc1	1
Cc1ccc(C(C)C(=NC(=O)c2ccccc2)C(=O)NC2CCCCC2)cc1 (stereo unspecified)	0
CCc1ccc(-n2nc3ccc(NC(=O)c4cccc(OCc5ccccc5)c4)cc3n2)cc1	8
C#CCN1N=C(c2ccc(C)cc2)CSC1=O	-1
CC1=Nc2c(C(N)=O)ncn2C(c2cccc([N+](=O)[O-])c2)C1C(=O)OC(C)C (stereo unspecified)	0
CC1(C)OC2Cc3ccccc3CC2O1 (stereo unspecified)	-5
O=[N+]([O-])c1ccc(N/N=C\c2cccs2)c([N+](=O)[O-])c1	-8
Cc1cc(NC(=O)C2CC(c3ccc(Cl)cc3)=NO2)no1 (stereo unspecified)	-4

Remaining list, next part
SMILES	ROC1-CUL1 inh
O=C(NC(NNc1cccc(Cl)c1)(C(F)(F)F)C(F)(F)F)c1ccc(Cl)cc1Cl	4
CCOc1cc(OCC)nc(-n2ncc(Oc3ccc(C)c(C)c3)c(Cl)c2=O)n1	6
CC1CCN(S(=O)(=O)c2ccc3c(ccc(=O)n3CC(=O)Nc3cccc(F)c3)c2)CC1	3
O=C(Cn1nnc(-c2ccccc2F)n1)Nc1ccc(Br)cc1	-8
CCOc1ccc(S(=O)(=O)Nc2ccc(OC)cc2)cc1	2
Cn1nnn(C2CC(=O)C3OCC2O3)c1=S (stereo unspecified)	-4
O=C(Nc1ccccc1C(=O)Nc1ccccn1)c1cc(F)c(F)cc1Cl	0
O=C(Oc1ccc(/C=N/Nc2ccc([N+](=O)[O-])cc2)c(OC(=O)c2ccc(Cl)cc2Cl)c1)c1ccc(Cl)cc1Cl	-16
CCc1nnc(SCc2cccc(Cl)c2)c2cc3sccc3n12	1
C=C(C)CN(CC)C(=O)c1coc(COc2cccc(F)c2F)n1	3
Cn1cnc2nc3n(c2c1=O)CCC3	-7
COc1cccc(NC(=O)C2CCN(S(=O)(=O)c3cccc4nonc34)CC2)c1	0
O=C(c1ccccc1)c1ccccc1NC(=O)c1ccccc1C(=O)O	-24
Cc1ccc(-c2csc3nc(SCC(=O)Nc4ccccc4)n(-c4ccccc4)c(=O)c23)o1	4
COc1cc(-c2nc3ccccn3c2N)ccc1O	-2
CN(CCC1CCCCO1)C(=O)CC1(c2cccc(C(F)(F)F)c2)CC(=O)N(C2CC2)C1=O (stereo unspecified)	9
COc1ccc(-c2csc3ncn(Cc4c(F)cccc4Cl)c(=O)c23)cc1	-1
CCOc1cc(C2Nc3cccc4cccc(c34)N2)ccc1O	0
Cc1ccc(CN2CCSc3ccc(C(=O)NCC(C)c4ccccc4)cc32)cc1 (stereo unspecified)	5
Cc1nnc(Nc2ccc(Cl)c(Cl)c2)c2ccccc12	-10

Nothing new here: entries from further up.
SMILES	ROC1-CUL1 inh
Cc1cc(NC(=O)C2CC(c3ccc(Cl)cc3)=NO2)no1 (stereo unspecified)	-4
O=C(NC(NNc1cccc(Cl)c1)(C(F)(F)F)C(F)(F)F)c1ccc(Cl)cc1Cl	4
CCOc1cc(OCC)nc(-n2ncc(Oc3ccc(C)c(C)c3)c(Cl)c2=O)n1	6
CC1CCN(S(=O)(=O)c2ccc3c(ccc(=O)n3CC(=O)Nc3cccc(F)c3)c2)CC1	3
O=C(Cn1nnc(-c2ccccc2F)n1)Nc1ccc(Br)cc1	-8
CCOc1ccc(S(=O)(=O)Nc2ccc(OC)cc2)cc1	2
Cn1nnn(C2CC(=O)C3OCC2O3)c1=S (stereo unspecified)	-4
O=C(Nc1ccccc1C(=O)Nc1ccccn1)c1cc(F)c(F)cc1Cl	0
O=C(Oc1ccc(/C=N/Nc2ccc([N+](=O)[O-])cc2)c(OC(=O)c2ccc(Cl)cc2Cl)c1)c1ccc(Cl)cc1Cl	-16
CCc1nnc(SCc2cccc(Cl)c2)c2cc3sccc3n12	1
C=C(C)CN(CC)C(=O)c1coc(COc2cccc(F)c2F)n1	3
Cn1cnc2nc3n(c2c1=O)CCC3	-7
COc1cccc(NC(=O)C2CCN(S(=O)(=O)c3cccc4nonc34)CC2)c1	0
O=C(c1ccccc1)c1ccccc1NC(=O)c1ccccc1C(=O)O	-24
Cc1ccc(-c2csc3nc(SCC(=O)Nc4ccccc4)n(-c4ccccc4)c(=O)c23)o1	4
COc1cc(-c2nc3ccccn3c2N)ccc1O	-2
CN(CCC1CCCCO1)C(=O)CC1(c2cccc(C(F)(F)F)c2)CC(=O)N(C2CC2)C1=O (stereo unspecified)	9
COc1ccc(-c2csc3ncn(Cc4c(F)cccc4Cl)c(=O)c23)cc1	-1

More compounds follow.
SMILES	ROC1-CUL1 inh
COc1cccc(CNc2ncn[nH]2)c1	4
COCCN(Cc1ncc[nH]1)CC1CCCN(C2Cc3ccccc3C2)C1 (stereo unspecified)	-5
COc1ccc(C2CC(c3cccc(OC)c3)=Nc3c(C(=O)Nc4ccccc4)cnn32)cc1 (stereo unspecified)	10
CCn1c(SCc2cccc(Br)c2)nc2ccccc2c1=O	-5
O=C(NCC1CCCO1)c1ccc(Cl)cc1Cl (stereo unspecified)	-3
CCN1C(=O)S/C(=C/c2cc(Cl)c(OCc3cccc(C(=O)O)c3)c(OC)c2)C1=O	1
O=C(COC(=O)c1ccc(Cl)cc1)c1ccc(C2CCCCC2)cc1	0
CCCOc1ccc2nc(NC(=O)c3cc(Br)c(Br)s3)sc2c1	0
O=C(NCCCN1CCN(c2ccccc2F)CC1)C1COc2ccccc2C1 (stereo unspecified)	-5
CC(C)Cn1nnc2c(=O)oc3ccccc3c21	0
Cc1ccccc1CC(C1CCN(C(=O)CSc2ccccc2)CC1)N(C)C(=O)Cn1cccn1 (stereo unspecified)	4
CC(=O)Nc1ccc(OC(=O)c2ccc(Cl)c([N+](=O)[O-])c2)cc1	8
Cn1cccc1CNCc1cccnc1	1
O=C(CCC1CCCN(C(=O)c2ccc[n+]([O-])c2)C1)NCc1ccc(F)c(F)c1 (stereo unspecified)	11
COc1ccc(C2C3=C(CC(C)(C)CC3=O)OC3=C2C(=O)CC(C)(C)C3)cc1COc1ccc([N+](=O)[O-])cc1	5
CC(C)c1ccc(OCC(=O)Nc2c(C(=O)c3ccc(F)cc3)oc3ccccc23)cc1	-2
Cc1ccccc1CS(=O)(=O)Nc1ccc(F)cc1	-7
Cc1c(Sc2nc3ccccc3s2)c(=O)[nH]c2cc3c(cc12)OCO3	8
Cc1ccc(C(C)C)c(OC(C)C(=O)NCC2(N(C)C)CCCCC2)c1 (stereo unspecified)	1
C=CCN1C(=O)C(C=Nc2ccc(Cl)cc2Cl)C(=O)N(CCCC)C1=O (stereo unspecified)	-7
COc1ccc(NC(=O)c2nnn(Cc3nc(-c4cc(OC)c(OC)c(OC)c4)oc3C)c2C)cc1Cl	-11
CCOc1cc(C(=O)Nc2ccc(-c3nnc4n3CCCCC4)cc2)cc(OCC)c1OCC	-2
CCCCNC(=O)C1CCCN(C2CCN(CCc3ccccc3)CC2)C1 (stereo unspecified)	-7
N#Cc1c(NC(=S)NC(=O)c2ccccc2)sc2c1CCC2	7
CC(C)(S)C(Nc1ccncc1)C(=O)O (stereo unspecified)	5
COc1ccc(CC(=O)NCC(c2cccs2)S(=O)(=O)c2ccc(F)cc2)cc1 (stereo unspecified)	2
O=C(Nc1cc(Br)cc2cccnc12)C12CC3CC(CC(C3)C1)C2	-6
CCOC(=O)c1c(-c2ccc(F)cc2)csc1NC(=O)C(C)(C)C	-12
Cc1c(Cl)cccc1NS(=O)(=O)c1ccc2c(c1)C(=O)C(C(=O)NC1CCCC1)C=N2 (stereo unspecified)	15
O=C(NC1CCCCC1)C1CC(=O)N(c2ccccc2F)C1 (stereo unspecified)	0
Cc1ccccc1OCC(=O)Nc1sc2c(c1C(=O)OC(C)C)CCCC2	1
COCc1c(C(=O)NC2CCCC2)nnn1-c1ccc(C)cc1	0
COc1cc(/C=C/C(=O)O)cc(S(=O)(=O)N2CCc3ccccc32)c1OC	1
O=C(Nc1ccc(F)c(Cl)c1)C1CCN(C(=O)c2ccc(F)cc2)CC1	10
COc1ccc(C(=O)NCc2cccnc2Oc2ccc(C)nc2)cc1	3
CN(Cc1ccccc1)C(=O)CCC1CCN(Cc2ccon2)CC1	-6
Cc1cc(C(=O)NC2CCCCCCC2)no1	-3
COc1cc(CN(C(=O)COc2ccc(Br)cc2)c2ccccn2)cc(OC)c1OC	4
COCCOc1ccccc1C(=O)Nc1cccc(C)c1C	12

Screening results (PubChem BioAssay)
